Source: PubChem BioAssay (several laboratories)
bIAP activator: intestinal alkaline phosphatase (bovine) activation. purified bovine IAP, CDP-star luminescence, 30 min; hits give high values; fold of DMSO-control signal, blank-subtracted. activation factor at 20 µM. 200,000 tested, 0.17% active. AID 1016;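 active = activation factor of 2 or more at 20 µM, a signal rise over negative controls twice the positive control's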
PMI activator: activators of human phosphomannose isomerase; purified human PMI, coupled resazurin fluorescence, 20 min; hits give high values; 1 = vehicle control, 0 substrate-free wells; AID 1214; 190,000 tested, 0.005% active; activation factor at 20 µM; P34949;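 active = activation factor of 2 or more at 20 µM, relative to plate controls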
Target sequence (P34949 whole entry, looked up): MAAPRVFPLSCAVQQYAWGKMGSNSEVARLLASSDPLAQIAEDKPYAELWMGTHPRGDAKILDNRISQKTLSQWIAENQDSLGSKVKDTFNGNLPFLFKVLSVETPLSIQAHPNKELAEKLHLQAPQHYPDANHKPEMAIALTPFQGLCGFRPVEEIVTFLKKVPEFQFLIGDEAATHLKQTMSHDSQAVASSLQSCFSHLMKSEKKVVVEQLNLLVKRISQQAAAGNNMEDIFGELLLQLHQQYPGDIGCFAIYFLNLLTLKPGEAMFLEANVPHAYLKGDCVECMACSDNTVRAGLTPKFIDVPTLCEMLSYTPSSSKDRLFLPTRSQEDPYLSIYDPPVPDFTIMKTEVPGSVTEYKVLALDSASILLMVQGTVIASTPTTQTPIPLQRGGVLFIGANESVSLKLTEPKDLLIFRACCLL
TNAP act hiacc: activators of human TNAP at high phosphate acceptor concentration. P05186. purified TNAP, CDP-star luminescence, 1 M DEA, 30 min; hits give high values; 0 = EDTA background, 1 = DMSO-only activity. activation factor at 20 µM. 200,000 tested, under 10 active. AID 1136;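 active = activation factor at least 2 at 20 µM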
Target sequence (P05186 whole entry, looked up): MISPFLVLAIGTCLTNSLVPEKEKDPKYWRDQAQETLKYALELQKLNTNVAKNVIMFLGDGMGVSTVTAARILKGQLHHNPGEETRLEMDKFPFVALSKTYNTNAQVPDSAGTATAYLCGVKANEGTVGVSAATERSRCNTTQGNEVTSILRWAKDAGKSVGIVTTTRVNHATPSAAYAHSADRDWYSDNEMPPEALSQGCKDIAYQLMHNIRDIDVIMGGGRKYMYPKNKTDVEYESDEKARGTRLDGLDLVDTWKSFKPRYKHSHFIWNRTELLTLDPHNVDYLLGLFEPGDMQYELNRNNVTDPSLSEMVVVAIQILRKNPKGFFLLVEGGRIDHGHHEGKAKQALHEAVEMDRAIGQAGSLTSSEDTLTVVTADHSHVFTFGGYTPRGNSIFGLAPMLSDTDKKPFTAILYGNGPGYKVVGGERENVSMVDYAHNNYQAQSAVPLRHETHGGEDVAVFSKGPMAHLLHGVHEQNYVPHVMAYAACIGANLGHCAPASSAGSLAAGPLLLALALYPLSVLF
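Test system – human TNAP · Doses – 20 µM single point · Incubation – 30 min, room temperature · Signal – luminescent substrate turnover signal · Read-out basis – activation factor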
PMI act hi M6P: increases human PMI activity with near-saturating mannose 6-phosphate; P34949; coupled PMI enzyme assay, resazurin fluorescence, 20 min; hits give high values; 1 = untreated enzyme, 0 = substrate-free blank; activation factor at 20 µM; 190,000 tested, 0.34% active;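 active = activation factor of 2 or more at 20 µM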
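Test system: human PMI in coupled enzyme assay; Input: PMI at 15 ng/mL final; Medium: HEPES buffer, pH 7.4; Schedule: 20 min incubation at room temperature; Technique: resorufin fluorescence at Ex 544/Em 590 nm; Compound: 20 µM single dose; Probe or stimulus: Near-saturating mannose-6-phosphate, 1.0 mM.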
TNAP inh no acc: inhibitors of human TNAP without phosphate acceptor; P05186; inhibition, % at 20 µM; 200,000 tested, 0.26% active; purified TNAP, CDP-star luminescence, 30 min;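 active = tissue-nonspecific alkaline phosphatase inhibition above about 50% at 20 µM in the single-dose screen, limit read from the data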;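 also: 0% = DMSO negative control and 100% = EDTA positive control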
NF-kB expr up: NF-kB expression increase, human neuronal cells; fold change at 12.5 µM; NF-kB reporter expression; hits give high values; 190,000 tested, 1.6% active; in the data active = fold change above about 3.3
FLuc inh counter: Photinus pyralis luciferase inhibition counter-screen. P08659. ATPLite firefly luciferase biochemical luminescence, 10 min. inhibition, % at 10 µM. 200,000 tested, 1.5% active. AID 1006;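 active = inhibition above about 50% when tested at 10 µM, limit read from the data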
APP 5'UTR act: APP 5'UTR luciferase reporter activation; SH-SY5Y APP 5'UTR luciferase reporter, luminescence; zero percent = DMSO vehicle wells; activation, % at 2 µM; 190,000 tested, 1% active; AID 1276;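 active = activation above a set limit, based on mean plus 3 SD of controls, cut at about 140% in these data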; also: values of inactives mirror those of a sister screen read the other way
FLuc stim CS: firefly luciferase counter-screen for stimulation assays; P08659; 200,000 tested, under 10 active; ATPlite luciferase biochemical, luminescence, 10 min; 0 = ATP-free wells, 1 = DMSO control; activation factor at 10 µM;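 active = luciferase activation factor, scaled between plate controls, of at least 2 with compound at 10 µM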
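test system = cell-free luciferase reagent | medium = PBS as buffer for the ATP substrate | dosing = test compounds dosed from 2 mM stocks in 100% DMSO | incubation = 10 min at ambient temperature | detection = luminescence measurement of luciferase light output | benchmarks = low control with PBS replacing ATP, high control enzyme plus ATP without compound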
TNAP inh hi DEA: inhibitors of human TNAP at high phosphate acceptor concentration; P05186; purified TNAP, CDP-star luminescence, 1 M DEA; inhibition, % at 20 µM; 200,000 tested, 0.03% active; AID 1135;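 active = over 50% inhibition of tissue-nonspecific alkaline phosphatase at 20 µM in the single-dose screen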;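 also: plate controls were DMSO wells for no effect and EDTA-quenched wells as full inhibition for full effect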
Numbers without * were called inactive; nt = not tested or not shown.

SMILES	bIAP activator	PMI activator	TNAP act hiacc	PMI act hi M6P	TNAP inh no acc	NF-kB expr up	FLuc inh counter	APP 5'UTR act	FLuc stim CS	TNAP inh hi DEA
CCNS(=O)(=O)c1ccc(CCC(=O)Nc2ccccc2C(=O)OC)cc1	0.6	1	1	1.1	-6	1.1	-7	4	1.1	-3
O/N=C\c1ccc(-c2ccccc2)o1	1.1	0.9	1.1	0.9	-7	1.6	12	53	0.9	-6
COc1ccc(/C=N/n2cnnc2SCc2ccc(OC)cc2)cc1	0.9	0.9	1	1	-12	1	0	-7	1	-3
Cc1ccc(NC(NC(=O)c2cccs2)C(Cl)(Cl)Cl)cc1C (configuration not stated)	0.8	0.7	1	0.8	1	0.88	-8	-2	1.1	-4
Cc1cc2nc3c(c(=O)n2[nH]1)CCCC3	1	0.8	1	0.9	-10	1.2	-6	6	1.1	-4
CCO[C@H]1OC(C(=O)N2CCN(Cc3ccccc3)CC2)=C[C@@H](c2cn(C(C)=O)c3ccccc23)[C@@H]1CCCO	1	0.9	1	0.9	-3	0.57	-1	2	1	-1
CCn1c(SCC(=O)N/N=C(\C)c2ccncc2)nnc1-c1ccccc1	1	1	1	1	-8	1.1	4	-9	1	-2
COc1ccc(OC)c(NC(=O)CSc2nnc(Cc3cccn3C)n2CCc2ccccc2)c1	1.1	0.9	1	1	-10	0.72	0	2	1	-3
Cc1ccc(Cl)cc1N1CCN(C(=O)COc2ccc(S(=O)(=O)NC(C)C)cc2)CC1	1	0.9	1.1	0.9	-6	0.71	-10	45	1.1	-7
O=C(NCCCn1ccnc1)C(=O)NC1CCCCC1	1	0.9	1.1	0.9	-3	1.1	-9	10	1.1	-7
C=CCn1c(SCC(=O)Nc2c(C)cccc2C)nnc1-c1cnccn1	1	0.9	1.1	0.9	-8	1.1	-6	4	1.1	-8
C/C(=N\NC(=O)c1ccc(Cl)cc1)c1ccc(N2CCOCC2)cc1	0.8	0.9	1	0.9	-10	1	-3	5	1	2
CN(C)S(=O)(=O)c1ccc(N2CCCC2)c(C(=O)Nc2nc3ccc(F)cc3s2)c1	1.1	0.9	1.1	0.9	-5	0.53	-5	-6	1.1	-5
COc1ccc(OCC(=O)Nc2ccc(N3CCC(C)CC3)cc2)cc1	1.1	1.1	1	1	-8	1.7	-7	7	1.1	-3
CCOc1cc(N2CCOCC2)c(OCC)cc1NC(=O)c1ccc(OC)cc1	1.1	1	1	0.8	-9	0.8	-1	-4	1	-5
O=C(N/N=C/c1ccc(-c2ccccc2C(=O)O)o1)c1cccs1	1	1.4	1	1.5	-19	1	13	-3	0.9	-3
CCn1ncc([N+](=O)[O-])c1C(=O)Nc1cc(C)on1	0.8	0.9	1	0.9	-2	1	-4	-10	1	0
O=C(CSc1nnnn1-c1ccccc1)Nc1ncc2c(n1)CC(c1ccccc1)CC2=O (configuration not stated)	1	0.9	1.1	1	-9	1.1	-8	-5	1.1	-6
C/C(CC(=O)Nc1cccc(C(F)(F)F)c1)=N\NC(=O)Cc1ccccc1	0.9	1	1.1	1	-9	1.3	-2	34	1	-5
CCc1cccc(CC)c1NC(=O)/C(C#N)=C/c1ccccc1C(F)(F)F	0.9	0.9	1	1	-1	3.4*	-5	9	1	5

Four structures already listed, ordered by heavy-atom count, rising:
SMILES	bIAP activator	PMI activator	TNAP act hiacc	PMI act hi M6P	TNAP inh no acc	NF-kB expr up	FLuc inh counter	APP 5'UTR act	FLuc stim CS	TNAP inh hi DEA
O/N=C\c1ccc(-c2ccccc2)o1	1.1	0.9	1.1	0.9	-7	1.6	12	53	0.9	-6
Cc1ccc(NC(NC(=O)c2cccs2)C(Cl)(Cl)Cl)cc1C (configuration not stated)	0.8	0.7	1	0.8	1	0.88	-8	-2	1.1	-4
C=CCn1c(SCC(=O)Nc2c(C)cccc2C)nnc1-c1cnccn1	1	0.9	1.1	0.9	-8	1.1	-6	4	1.1	-8
COc1ccc(OC)c(NC(=O)CSc2nnc(Cc3cccn3C)n2CCc2ccccc2)c1	1.1	0.9	1	1	-10	0.72	0	2	1	-3

The list goes on.
SMILES	bIAP activator	PMI activator	TNAP act hiacc	PMI act hi M6P	TNAP inh no acc	NF-kB expr up	FLuc inh counter	APP 5'UTR act	FLuc stim CS	TNAP inh hi DEA
CC12CC(NC(=O)N1c1cccc(C(=O)N3CCN(c4ccccc4)CC3)c1)c1ccccc1O2 (configuration not stated)	1	0.9	0.9	1	-1	1.1	1	10	1	6
CCN(CC)c1ccc(NC(=O)c2cncc(Br)c2)cc1	0.8	0.9	1	0.9	-6	2.2	9	48	0.9	-4
CCN(CC)S(=O)(=O)c1ccc(C)c(NC(=S)Nc2cccc(S(=O)(=O)N3CCCCCC3)c2)c1	0.9	0.9	1	0.9	3	0.92	-5	-19	1.1	2
Cc1cc(OCC(=O)N(C)C)c2c(-c3ccccc3)cc(=O)oc2c1	0.9	0.9	1	0.9	-6	0.94	-5	-10	1	-2
O=C(CSc1nc2c(c(=O)n1-c1ccc(Cl)cc1)SCC2)N1CCOCC1	1	0.8	1	0.8	-8	1.3	-2	0	1	-4
CC(=O)C1=C(C)NC(=O)NC1c1cc(Br)ccc1OCC#N (configuration not stated)	0.6	1	1	1	-10	1.1	-3	-2	1	-4
CCOC(=O)c1cnn(-c2ccccc2)c1NC(=O)CSc1nnc(-c2cccs2)n1CC	1	1.1	1	1.1	-8	0.86	-2	-4	1	-1
COc1cc(C=O)ccc1OC(=O)c1ccncc1	1	nt	1.1	nt	-6	1.2	-2	-15	1	-8
Cc1noc(C)c1S(=O)(=O)N(CC(=O)NCc1ccc2c(c1)OCO2)c1ccc(C(C)C)cc1	1	0.9	1.1	0.9	-17	0.84	-4	3	1	-7
CCO[C@H]1OC(C(N)=O)=C[C@@H](c2ccc(Br)cc2)[C@@H]1CCCO	1.1	0.9	1	0.9	-2	1.5	3	12	1	-2
COc1ccc(Nc2ccncc2[N+](=O)[O-])cc1	0.8	1	1	1	-5	0.9	-5	18	1.1	2
Cc1cccc(NC(=O)CN2C(=O)NC(Cc3ccccc3)C2=O)c1 (configuration not stated)	0.8	0.9	1	0.9	-14	1.1	-4	14	1	-3
CC1(CC(=O)Nc2ccccc2)NC(=S)N(c2ccccc2)N1 (configuration not stated)	1	1.3	1	1.1	-13	1.4	-3	19	1	-4
CC1(C)CC(=O)c2cnc(N)nc2C1	1.1	1	1	1	-8	1.1	-5	-13	1	-2
CCNc1nc(NCC)nc(C(=O)NN)n1	0.8	1.2	1	1.2	-25	0.96	-6	10	1.1	-2
CCCC(=O)Nc1nc2c(c(=O)[nH]1)CCCC2	0.9	1	1	1	-7	1.1	-4	29	1	-1
CCn1c(SCC(=O)c2ccc(Cl)cc2)nnc1-c1cccs1	0.8	0.9	1	0.9	-5	1.2	2	1	1	-4
CC(C)NC(=O)C1CCN(C(=O)c2ccc(-c3ccccc3)cc2)CC1	1	1	1	1	-10	0.99	-3	nt	1	-3
COc1ccc(NC(=O)CN2CCC(C(N)=O)(N3CCCCC3)CC2)cc1	1.1	1	1	1	-16	0.94	-2	nt	1	-2
COC(=O)C1C(=O)OC(C)(C)C1C(C)C(=O)c1ccccc1 (configuration not stated)	0.9	1.1	1	1.1	-21	1	1	-19	1	-4
C=C1c2cc(C)ccc2NC(=O)N1c1ccccc1	0.9	1.8	1.1	2.9*	-8	1.2	-8	-5	1.1	-5
Cc1ccc(C)c(C(=O)COc2ncnc3ccccc23)c1	0.9	1	1	1.1	-14	1.9	-3	-10	1	-4
Cc1cc(C)cc(-n2c(SC(C)C(=O)NCc3ccc4c(c3)OCO4)nc3ccccc3c2=O)c1 (configuration not stated)	0.9	0.9	1	0.9	-13	0.82	-4	4	1	-3
CC(=O)c1cccc(N(CC(=O)N2CCCC2)S(C)(=O)=O)c1	0.9	0.9	1	0.9	-13	1	-6	7	1.1	-3
CCn1c(=O)c(C(=O)NNS(=O)(=O)c2ccc(Br)cc2)c(O)c2ccccc21	1.2	1	1.1	1.1	-11	0.99	-8	-13	1.1	-6
COc1ccc(C(=O)NCCc2nnc(SCC(=O)Nc3ccccc3)n2C)cc1	1	0.9	1	1	-9	1.3	9	-4	0.9	-3
Cc1ccc(-n2nccc2-c2nn(-c3cccc(C(F)(F)F)c3)c(=O)n(C)c2=O)cc1	1.1	1.1	1	1	-13	1.3	-5	7	1	-5
Cc1[nH]cnc1CSCc1ccc(F)cc1	0.9	1.1	1	1.2	-37	1.1	-2	10	1	0
COc1ccccc1S(=O)(=O)Cc1ccc(C(=O)N2CCN(c3ccc(C)cc3)C(C)C2)o1 (configuration not stated)	1	0.8	1	0.8	-9	0.34	-2	30	1	-1
CCCc1nc(NC(C)=O)c(C#N)c(-c2ccco2)c1CC	1	1	1.1	1	5	1.1	-7	1	1.1	-6
CCOc1ccccc1NC(=O)Cn1cnc2c(nnn2-c2cccc(OC)c2)c1=O	0.9	0.9	1	0.9	-10	1.2	-4	-18	1	-4
COc1cccc(NC(=O)C2CCN(S(C)(=O)=O)CC2)c1	0.9	1	1	1	-4	1.2	6	-25	0.9	4
Cc1ccc(C(=O)n2c(-c3ccccc3)cnc2SCC(=O)Nc2ccc(C)cc2C)cc1	0.9	1	1	1.2	-3	1.1	5	16	0.9	-3
CC(C)C(=O)N1CCN(c2ccc(NC(=O)c3cccs3)cc2)CC1	0.9	1	1	1.1	-9	1	1	1	1	-2
COc1cccc(-c2nnc(SCC3CNC(=O)O3)n2-c2ccc(Cl)cc2)c1 (configuration not stated)	0.7	0.9	0.9	1	-6	0.81	-1	-10	1	7
Cc1ccccc1Nc1nc(CSc2nnnn2-c2ccccc2)cs1	0.7	0.8	1	0.9	-10	0.97	1	9	1	-2
CCOC(=O)CN(C(=O)Cn1nnc2ccccc21)C(C(=O)NCCOC)c1ccccc1 (configuration not stated)	1.1	1	1	1	-8	1.1	-6	-9	1.1	-4
O=C(NCC1OCCc2ccccc21)c1ccco1 (configuration not stated)	1	0.9	1	1	-11	1.4	1	19	1	-4
COc1ccc(/C=N/NC(=O)Nc2cccc3nsnc23)c(OC)c1	0.8	0.9	1	0.9	-9	1.1	-5	19	1.1	-1
Cc1ccc(C(=O)OCC(=O)NCc2cccs2)cc1C	1	1.1	1	1.1	-7	1.1	-5	25	1.1	-3
CC(C)c1nc2sc3c(NCc4ccccc4)ncnc3c2c2c1COC(C)(C)C2	0.9	1	1.1	1	-25	0.94	-6	7	1.1	-7
CC(=O)COc1ccccc1OC(=O)c1ccco1	0.9	1	1.1	1.1	-17	1	-6	-6	1.1	-8
NNC(=O)c1nnn(-c2nonc2N)c1CN1CCc2ccccc2C1	1.2	1	1.1	0.9	-10	0.93	-1	0	1	-6
CC1CCCC(NCC(O)COC(c2ccc(F)cc2)c2ccc(F)cc2)C1C (configuration not stated)	0.9	1	1.1	0.9	-17	1.6	-6	17	1.1	-8
O=C(CN1CCOCC1)Nc1nc(-c2ccc3c(c2)CCN3S(=O)(=O)c2ccccc2)cs1	1.2	0.8	1	0.9	-5	0.46	-6	3	1.1	-3
